Compound activity (PubChem)
USP2a inh: USP2a (human) protease inhibition; 330,000 compounds, 0.01% hits; O75604; AID 463254; USP2 core, Ub-CHOP2 coupled fluorogenic reporter, 485/531; Potency, µM (top dose mostly 38.3 µM), for the others: at the top dose activity change, negative = inhibition, most hits filed as inhibitors;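 note: potency is the fitted concentration of half-maximal effect; plate controls were DMSO wells for no effect and full inhibition by NEM control for full effect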
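USP2 core (10nM final) preincubated 30min RT with compound in 20mM Tris-HCl pH 8.0, 2mM CaCl2, 2mM beta-mercaptoethanol, 0.05% CHAPS; 25nM Ub-CHOP2 plus 25nM reporter substrate added, fluorescence (Ex485/Em531) read after 60min.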
GALK inh: inhibitors of human galactokinase | P51570 | Purified GALK, Kinase-Glo residual ATP luminescence | Potency, µM (series often up to 57.5 µM), for inactives: top-dose activity change, negative = inhibition, most hits filed as inhibitors | 270,000 compounds, 0.007% hits | AID 1868; note: potency is the fitted concentration of half-maximal effect; % is set by controls: 0 for no effect and ±100 for the full control effect
Target sequence (P51570 whole entry, looked up): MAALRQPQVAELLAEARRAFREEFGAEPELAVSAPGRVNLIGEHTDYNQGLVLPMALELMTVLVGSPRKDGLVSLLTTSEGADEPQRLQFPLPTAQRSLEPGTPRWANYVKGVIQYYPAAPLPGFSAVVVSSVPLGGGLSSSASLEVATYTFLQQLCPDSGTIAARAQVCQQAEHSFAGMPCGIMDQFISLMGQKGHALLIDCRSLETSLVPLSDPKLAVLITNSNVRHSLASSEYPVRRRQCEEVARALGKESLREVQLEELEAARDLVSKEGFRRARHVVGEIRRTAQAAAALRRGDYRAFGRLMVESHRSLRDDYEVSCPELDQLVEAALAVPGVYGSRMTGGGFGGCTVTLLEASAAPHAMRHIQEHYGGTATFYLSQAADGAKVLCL
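Human GALK (5 nM) with 35 uM ATP and 100 uM galactose in 20 mM HEPES pH 8.0, 5 mM MgCl2, 60 mM NaCl, 1 mM DTT, 0.01% BSA. After 1 h at room temperature, leftover ATP was read by Kinase-Glo Plus luminescence.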
PKM2 activator: activators of human pyruvate kinase M2; P14618; purified PKM2, Kinase-Glo ATP luminescence, activation; response scale: 0% is enzyme alone, no compound; Potency, µM (highest dose often 57.5 µM), inactives show at the top dose activation, usual class: activators; 260,000 compounds, 0.34% hits; note: potency is the fitted concentration of half-maximal effect; % is set by controls: 0 for no effect and ±100 for the full control effect; nearly all actives have a fitted effect of over 55% in size
Target sequence (P14618 whole entry, looked up): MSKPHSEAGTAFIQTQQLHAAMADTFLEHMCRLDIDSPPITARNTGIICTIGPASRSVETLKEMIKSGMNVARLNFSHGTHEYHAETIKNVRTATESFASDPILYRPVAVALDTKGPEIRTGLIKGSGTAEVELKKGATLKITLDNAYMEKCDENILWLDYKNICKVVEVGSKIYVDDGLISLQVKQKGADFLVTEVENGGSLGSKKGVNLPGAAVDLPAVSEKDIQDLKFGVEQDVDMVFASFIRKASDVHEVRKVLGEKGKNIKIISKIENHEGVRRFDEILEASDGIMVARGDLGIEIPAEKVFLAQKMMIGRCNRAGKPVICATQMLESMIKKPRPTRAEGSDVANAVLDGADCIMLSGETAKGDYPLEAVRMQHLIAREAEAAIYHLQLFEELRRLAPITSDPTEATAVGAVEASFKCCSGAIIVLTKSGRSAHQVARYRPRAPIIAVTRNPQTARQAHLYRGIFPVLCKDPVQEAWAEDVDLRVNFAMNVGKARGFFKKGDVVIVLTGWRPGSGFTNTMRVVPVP
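Kinase-Glo luminescence reports ATP generated from ADP (0.1 mM) and PEP (0.5 mM) by purified hPK-M2 after 1 h at room temperature, pH 7.2 imidazole buffer; intermediate enzyme activity allows detecting inhibitors and activators.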
MBNL1-CUG inh: MBNL1-poly(CUG) RNA binding inhibition. Q9NR56. TR-FRET MBNL1-His/biotin-(CUG)12 binding, 665/545 ratio. Potency, µM (series often up to 57.5 µM), for the others: top-dose activity change, negative = inhibition, usual class: inhibitors. 280,000 compounds, 0.036% hits. AID 2675; active = well fitted inhibition curve with a large enough effect in the signal ratio, with a control signal flat, not every such curve was filed as active; inconclusive = small, poorly fitted or top-dose-only effect, or effect the other way, or a change in a side signal; inactive = no such curve, though single readings can be large or run the other way; the % refers to the signal ratio; note: potency is the fitted concentration of half-maximal effect; % is set by controls: 0 for no effect and ±100 for the full control effect
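Compounds (final 92 nM to 58 uM) are added to His-tagged MBNL1 and biotin-(CUG)12, then terbium anti-His antibody and streptavidin-XL665 (5 nM final). After 60 min at room temperature, the 665/545 nm ratio is read.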
Menin MLL FP TR: menin-MLL binding inhibition, Texas Red mutant peptide; 270,000 compounds, 0.23% hits; Potency, µM (top dose mostly 61.6 µM), without a hit: at the highest dose FP activity change, negative = inhibition, hits mostly inhibitors; Menin + Texas Red MLL mutant peptide, fluorescence polarization; active = well fitted inhibition curve with a large enough effect in the polarisation, with a control signal flat, not every such curve was filed as active; inconclusive = small, poorly fitted or top-dose-only effect, or effect the other way, or a change in a side signal; inactive = no such curve, though single readings can be large or run the other way; the % refers to the polarisation; note: potency is the fitted concentration of half-maximal effect; % of control where 0% means no effect; many of its hits are not listed in these tables
TSHR antagonist: blocks TSH signaling through the human TSH receptor; TSHR-expressing cells, TSH-stimulated cAMP HTRF, 2 h; active compounds read low; activity change, negative = inhibition, % at 11.5 µM; 330,000 compounds, 0.2% hits; AID 504810;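 active = activity change below a set negative limit, meaning inhibition stronger than a set level, cut at about -70% in these data; inconclusive = activity change between two set negative limits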; note: % is set by controls: 0 for no effect and ±100 for the full control effect
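TSHR-expressing cells were treated with compounds, then stimulated with TSH at EC80 (4nM final) for 2 hours at 37 deg C. Cellular cAMP was measured by HTRF competition between lysate cAMP and cAMP-d2 for a cryptate-labelled anti-cAMP antibody.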
KCNH2 WT inh: KCNH2 (human, wildtype) channel inhibition; 340,000 compounds, 0.37% hits; U2OS, BacMam KCNH2, thallium flux FluxOr; active compounds read low; activity change, % at 1.84 µM;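 active = maximum activity change below -70%; inconclusive = maximum activity change between -70% and -50%; inactive = maximum activity change above -50%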; note: % is set by controls: 0 for no effect and ±100 for the full control effect
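U2OS cells transduced with wild-type KCNH2 virus are loaded with FluxOr dye for 45 min, and thallium flux is measured in kinetic reads before and after stimulation buffer. Rate constants are normalized to DMSO controls.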
ASM inhibitor: inhibitors of human secretory acid sphingomyelinase; Potency, µM (titrated, usually from 57.5 µM), for the others: at the top dose activity change, negative = inhibition, hits mostly inhibitors; AID 504937; P17405; placental ASM, HMU-PC fluorogenic substrate, 60 min; 340,000 compounds, 0.006% hits; note: potency is the fitted concentration of half-maximal effect
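HMU-PC0 cleavage (9 uM final) by human placental ASM, 60 min at 37 °C following 10 min compound exposure at RT; stopped at pH 10, fluorescence Ex 386/Em 447 nm.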
Mito fusion act: inhibitors of mitochondrial division or activators of mitochondrial fusion; S. cerevisiae fusion-defective mutant growth rescue, CellTiterGlo 48 h; Potency, µM (top dose mostly 46.1 µM), for inactives: at the highest dose growth rescue (activation), hits mostly activators; 320,000 compounds, 0.23% hits;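 note: potency is the fitted concentration of half-maximal effect; % of control where 0% means no effect; nearly all actives have a fitted effect of over 45% in size; temperature-sensitive fusion mutants such as fzo1-1 at 37 °C on non-fermentable ethanol glycerol medium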
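S. cerevisiae fusion-defective temperature-sensitive mutants (e.g. fzo1-1, mgm1-5) grown 48 h at 37C in YPEG (ethanol/glycerol non-fermentable) medium with 23 nl compound per well; growth rescue read as CellTiterGlo luminescence.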
Chronic BCR inh: blocks chronic active B-cell receptor signaling. ABC-DLBCL IkBa-CBG/CBR reporter, luminescence ratio, 4 h. Potency, µM (doses to about 46.1 µM), without a hit: at the top dose ratio change, negative = lower green/red ratio, actives largely listed as inhibitors. 340,000 compounds, 0.05% hits. AID 493014; active = well fitted inhibition curve with a large enough effect in the signal ratio, with a control signal flat, not every such curve was filed as active; inconclusive = small, poorly fitted or top-dose-only effect, or effect the other way, or a change in a side signal; the % refers to the signal ratio;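 note: potency is the fitted concentration of half-maximal effect; plate controls were basal doxycycline-induced cells for no effect and cells given 10 µM MG132 for full effect; MG132 reads +100%, hits lower the ratio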
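TMD8 human ABC-DLBCL cells with doxycycline-inducible IκBα–green luciferase fusion and unfused red luciferase, in 0.5% FBS medium; compounds up to 46 uM, 4 h at 37C. Green/red luminescence ratio, filter-overlap corrected, fitted to concentration-response curves.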
Eya2 inh: blocks the phosphatase activity of human Eya2 | 330,000 compounds, 0.006% hits | Potency, µM (top dose mostly 76.9 µM), for the others: top-dose activity, negative = inhibition, actives largely listed as inhibitors | recombinant Eya2, OMFP fluorescence dephosphorylation (OMFP is methylfluorescein phosphate); note: potency is the fitted concentration of half-maximal effect; % is set by controls: 0 for no effect and ±100 for the full control effect
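Eya2 protein (added as 0.2 uM solution) was preincubated with compound for 10 min at ambient temperature in 50 mM HEPES pH 7.5, 50 mM NaCl, 5 uM MgCl2, 0.05% BSA, 1 mM DTT. OMFP (added at 50 uM) then reacted 10 min; fluorescence read at 485/525 nm.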
The depositor's hits bear a star; ? = inconclusive; . = not tested or not shown; & = joins results of further samples; [ ] = remark or other dose. Unless noted, calls come from the whole dose curve; as a rule, active = well fitted curve in the direction sought with a large enough effect; inconclusive = small, poorly fitted or top-dose-only effect, or another doubt; inactive = no such curve, though single readings can be large; an effect the other way counts as inactive or inconclusive. Only part of the results is shown, so the mix of outcomes need not match the whole.

Start of the listing, in advance:
Compound,USP2a inh,GALK inh,PKM2 activator,MBNL1-CUG inh,Menin MLL FP TR,TSHR antagonist,KCNH2 WT inh,ASM inhibitor,Mito fusion act,Chronic BCR inh,Eya2 inh
CC(=O)c1c(C)n(C2CCCCC2)c2ccc(O)cc12,4%,-1%,1%,3%,0%,-9,-7,10%,9%,-14%,3%
CC1CCN(C(=O)CSc2nc(C3CC3)nc3ccccc23)CC1,0%,0%,8%,-3%,-28%,-42,4,-2%,23%,?,-9%
COc1ccc(N2C(=O)CC(N3CCC(n4c(=O)[nH]c5ccccc54)CC3)C2=O)cc1 (centres undefined),-1%,5%,-9%,1%,9%,-4,2,-3%,-3%,-8%,-5%

The whole of this part, repeating the preview:
Compound,USP2a inh,GALK inh,PKM2 activator,MBNL1-CUG inh,Menin MLL FP TR,TSHR antagonist,KCNH2 WT inh,ASM inhibitor,Mito fusion act,Chronic BCR inh,Eya2 inh
CC(=O)c1c(C)n(C2CCCCC2)c2ccc(O)cc12,4%,-1%,1%,3%,0%,-9,-7,10%,9%,-14%,3%
CC1CCN(C(=O)CSc2nc(C3CC3)nc3ccccc23)CC1,0%,0%,8%,-3%,-28%,-42,4,-2%,23%,?,-9%
COc1ccc(N2C(=O)CC(N3CCC(n4c(=O)[nH]c5ccccc54)CC3)C2=O)cc1 (centres undefined),-1%,5%,-9%,1%,9%,-4,2,-3%,-3%,-8%,-5%
COC(=O)Cn1cc(/C=C2\C(=O)NC(=O)N(c3ccc(OC)cc3)C2=O)c2ccccc21,14%,2%,.,-1%,-28%,0,7,-3%,-9%,2%,7%
O=[N+]([O-])c1ccc(CN2CCN(c3ccc(Cl)cc3)CC2)o1,0%,3%,1%,?,1%,-3,8,-3%,-8%,4%,-3%
O=c1[nH]c(=S)n(C2CC2)c(O)c1/C=N/N1CCOCC1,4%,1%,3%,5%,0%,-6,-1,4%,-3%,8%,2%
COC(=O)[C@@]1(Cc2ccc(F)cc2)[C@H]2c3cc(C(=O)N(C)C)[nH]c3C[C@H]2CN1C(=O)c1ccccc1,-1%,.,1%&12%,-27%,-10%&1%,-3,.,3%,18%,10%,-1%
Cn1cnc([N+](=O)[O-])c1Sc1ccc([N+](=O)[O-])cc1,-3%,2%,15%,?,-3%,4,0,1%,-5%,?,-1%
O=C(c1ccccc1)C1CCCN(Cc2nc(-c3cnccn3)no2)C1 (centres undefined),0%,0%,2%,9%,5%,1,6,-2%,3%,?,-8%
COc1cccc(N2CCN(Cc3cccc(Cl)c3)CC2)c1,1%,6%,-1%,2%,1%,-5,23,1%,1%,-2%,11%
Cc1ccc(-n2c(O)c(/C=C/C=Nc3ccccc3)c(=O)[nH]c2=O)cc1,10%,1%,16%,14%,10%,2,-3,0%,-4%,4%,16%
C=CCOC(=O)COc1cc(C)cc2oc(=O)c3c(c12)CCC3,-1%,3%,1%,11%,6%,6,6,-3%,23%,0%,-9%
Cc1cccc(CN2CCCC(C(=O)c3ccc(C(F)(F)F)cc3)C2)n1 (centres undefined),7%,-1%,0%,-10%,0%,-6,24,0%,4%,-8%,-2%
CCN1CCC(N(C)C2CCCCC2)CC1,-2%,-4%,1%,-9%,-6%,15,-7,-2%,1%,0%,-15%
CC1=CC(=O)C2=C(C)C[C@H](O)[C@@H]3[C@H](OC(=O)[C@H]3C)[C@@H]12,2%,.,.,.,.,8,-14,-5%,-2%,-10%,12%
Clc1ccc(C[n+]2c(-c3ccccc3)cc(-c3ccccc3)cc2-c2ccccc2)cc1,-1%,.,.,.,.,-36,18,-3%,-23%,?,-16%
COc1cccc(-n2c(CN3CCOCC3)nc3ccc([N+](=O)[O-])cc3c2=O)c1,11%,1%,.,?,-5%,-9,16,-2%,-3%,0%,5%
Cc1cccn2c(=O)c3c(nc12)N1CCC(Cc2ccccc2)CC1C1(C3)C(=O)N(C)C(=O)N(C)C1=O (centres undefined),0%,1%,6%,13%,?,3,2,-16%,18µM*,14%,-32%
CC(=NCCN1CCCCC1)c1c(O)n(-c2ccc(Cl)cc2)c(=O)[nH]c1=O,2%,0%,1%,-8%,5%,2,4,0%,-1%,8%,1%
O=C(C(=O)N1CCOCC1)c1cn(Cc2c(F)cccc2Cl)c2ccccc12,4%,0%,-3%,8%,0%,-1,-2,0%,2%,?,-1%
CC1=C(C(=O)O)N2C(=O)C(NC(=O)Cc3ccccc3)C2SC1 (centres undefined),-5%,0%,3%,9%,.,2,-2,3%,-7%,-8%,12%
c1ccc(C2=NP(N3CCOCC3)(N3CCOCC3)=NC(N3CCOCC3)=N2)cc1,2%,-2%,-1%,8%,6%,-1,.,.,-1%,1%,3%
CCOC(=O)C1=C(C)c2ccccc2OC1(C(=O)OCC)c1ccccc1 (centres undefined),1%,.,.,.,-12%,5,9,-6%,.,-1%,-6%
CCN(CC)CCN=C(C)c1c(O)n(-c2ccccc2OC)c(=O)[nH]c1=O,0%,6%,-5%,1%,-1%,-2,-10,4%,0%,-2%,-4%
COCCCn1c(N)c(C(=O)Nc2ccccc2)c2nc3ccccc3nc21,-1%,-6%,-4%,9%,.,-13,-5,259%[activator],?,?,-5%

The results go on.
Compound,USP2a inh,GALK inh,PKM2 activator,MBNL1-CUG inh,Menin MLL FP TR,TSHR antagonist,KCNH2 WT inh,ASM inhibitor,Mito fusion act,Chronic BCR inh,Eya2 inh
Cc1cc(C(=O)N2CCC3(CC2)OCCO3)cs1,3%,-1%,-7%,0%,-14%,-1,-13,3%,-5%,1%,0%
CCN1CCC2(CC1)NC(=O)c1ccccc1O2,3%,1%,3%,6%,0%,-7,-11,4%,4%,5%,13%
CN1CCN(c2nc(N(C)C)oc(=O)c2C#N)CC1,0%,-2%,-5%,-6%,0%,6,3,3%,-2%,-10%,-2%
ON1C2CCCCC2N(O)C1c1ccccc1F (centres undefined),1%,3%,-7%,5%,0%,10,-5,-4%,1%,1%,1%
Cc1cc(OCC(=O)NCc2ccncc2)c2c3c(c(=O)oc2c1)CCC3,1%,5%,.,-5%,.,0,-26,-2%,-1%,0%,15%
Cc1ccccc1-c1nc(CS(=O)CC(=O)N2CCC3(CC2)OCCO3)c(C)o1 (centres undefined),-2%,1%,4%,-1%,?,-47,45,-1%,-3%,2%,20%
c1ccc2c(CN3CCCCC3)c[nH]c2c1,0%,0%,4%,.,.,10,3,-1%,1%,?,18%
COC1=CCC2([N+](=O)[O-])CN(C)CC1([N+](=O)[O-])C2 (centres undefined),0%,1%,-13%,-15%,7%,30,-9,-1%,3%,-6%,-5%
CCCCOP(=O)(c1ccc(N(C)C)cc1)C(O)c1ccc(OC)c(OC)c1 (centres undefined),0%,4%,0%,.,.,-1,-16,2%,3%,?,5%
